DAX1 inh-1: inhibitors of DAX1 repression of SF-1 activated StAR promoter | HEK293T StAR-luciferase reporter, SF-1/DAX-1 repression relief | inhibition, % at 6.8 µM | 370,000 tested, 1.1% active | AID 652010;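 active = inhibition above the mean over all tested compounds plus 3 SD, cut at about 3.6% in these data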;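 note: 0% = DAX-1 cells with DMSO and 100% = cells lacking DAX-1 with DMSO; higher inhibition means more luminescence from relief of DAX-1 repression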
DAX1 inh-2: inhibits human nuclear receptor DAX1. AID 504766. HEK293 Gal4-DAX1 luciferase reporter, luminescence. P51843. inhibition, % at 6.75 µM. 340,000 tested, 0.99% active;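 active = inhibition above the mean over all tested compounds plus 3 SD, cut at about 4.2% in these data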;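 note: 0% = DAX1-transfected cells with DMSO and 100% = empty-vector control cells with DMSO; inhibition shows as a rise in luminescence from relieved DAX1 repression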
Target sequence (P51843 207-470 limits assumed): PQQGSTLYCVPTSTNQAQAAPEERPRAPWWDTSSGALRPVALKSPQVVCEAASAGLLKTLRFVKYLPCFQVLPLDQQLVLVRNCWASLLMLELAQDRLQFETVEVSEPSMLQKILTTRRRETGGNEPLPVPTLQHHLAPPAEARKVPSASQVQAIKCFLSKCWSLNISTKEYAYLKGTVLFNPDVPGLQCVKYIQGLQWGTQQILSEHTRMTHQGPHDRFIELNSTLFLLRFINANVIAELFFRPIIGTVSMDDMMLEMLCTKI
sPLA2-III inh: Inhibits HGIII-sPLA2 liposome hydrolysis, primary screen; Q9NZ20; QFRET BODIPY PC-A2 liposome hydrolysis, fluorescence; inhibition, % at 12.2 µM; 370,000 tested, 0.56% active;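 active = inhibition above mean plus 3 SD of compounds lying within the high and low control bounds, cut at about 19% in these data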;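 note: 0% = median of test compound wells and 100% = no enzyme DMSO wells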
Target sequence (Q9NZ20 whole entry, looked up): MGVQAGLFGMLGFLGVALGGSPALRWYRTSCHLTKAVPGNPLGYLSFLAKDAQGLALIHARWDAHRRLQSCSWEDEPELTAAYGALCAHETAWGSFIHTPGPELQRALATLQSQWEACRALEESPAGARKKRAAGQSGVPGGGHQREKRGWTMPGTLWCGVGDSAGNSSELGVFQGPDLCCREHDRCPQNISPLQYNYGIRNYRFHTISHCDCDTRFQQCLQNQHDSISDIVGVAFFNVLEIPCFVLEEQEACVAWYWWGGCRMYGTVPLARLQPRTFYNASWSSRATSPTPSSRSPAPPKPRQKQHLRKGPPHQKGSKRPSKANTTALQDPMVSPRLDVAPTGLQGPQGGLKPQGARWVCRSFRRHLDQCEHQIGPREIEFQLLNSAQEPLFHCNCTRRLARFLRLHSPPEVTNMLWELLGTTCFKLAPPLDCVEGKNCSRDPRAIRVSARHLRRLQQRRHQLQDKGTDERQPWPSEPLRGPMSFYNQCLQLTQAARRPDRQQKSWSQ
GAA850 FXN act: increases GAA850 frataxin promoter reporter activity; HEK293 lucGAA850 FXN promoter luciferase reporter, 24 h; percent of 10 µM SAHA response; activation, % at 6 µM; 360,000 tested, 0.56% active; AID 540364;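 active = activation above the average of all compounds screened plus 3 SD, cutoff fixed separately per campaign, cut at about 7.5% in these data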;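 note: 0% = DMSO wells and 100% = 10 µM SAHA wells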
hgDAF-12 ag: agonists of H. glycines DAF-12 nuclear receptor; AID 687014; 370,000 tested, 1.8% active; HEK293 GAL4-hgDAF12 UAS-luciferase reporter, agonist luminescence; normalized to butyrate control; activation, % at 6.8 µM;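 active = activation above a cutoff set at the mean of all screened compounds plus 3 SD, cut at about 10% in these data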;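 note: 0% = DMSO wells and 100% = sodium butyrate wells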
GC-B act: GC-B (human) receptor activation. P20594. HEK293-GC-B cells, CNP EC30, cGMP TR-FRET; 0% at EC30 CNP, 100% saturating CNP. activation, % at 10 µM. 370,000 tested, 0.11% active. AID 1920062;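 active = activation at 10 µM reaching about 35% in either raw or pattern-adjusted values, limit read from the data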
ssDAF-12 act: activators of S. stercoralis DAF-12 nuclear receptor. HEK293 ssDAF-12/GRIP1 lit1-tk-luc reporter, luminescence; % of 3 µM dafachronic acid response. activation, % at 6.8 µM. 370,000 tested, 1% active. AID 652126;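 active = activation above the mean over all tested compounds plus 3 SD, cut at about 0.9% in these data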;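 note: 0% = DMSO-only wells and 100% = 3 µM delta7-dafachronic acid wells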
KLK7 zymogen act: activates the human kallikrein-7 zymogen; activation, % at 7 µM; 370,000 tested, 0.9% active; purified proKLK7, EDANS-DABCYL substrate fluorescence; 100% is mature enzyme control, 0% vehicle;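 active = activation above the mean of all tested compounds plus 3 SD, computed per campaign excluding outliers beyond control limits, cut at about 13% in these data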
Target sequence (P49862 whole entry, looked up): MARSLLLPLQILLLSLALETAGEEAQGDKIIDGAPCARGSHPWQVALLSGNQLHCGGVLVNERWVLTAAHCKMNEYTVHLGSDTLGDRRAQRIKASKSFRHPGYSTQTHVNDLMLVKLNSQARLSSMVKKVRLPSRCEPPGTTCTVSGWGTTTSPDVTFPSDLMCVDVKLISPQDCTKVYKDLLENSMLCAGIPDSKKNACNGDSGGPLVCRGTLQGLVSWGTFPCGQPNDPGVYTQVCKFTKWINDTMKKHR
hcDAF-12 act: activators of H. contortus DAF-12 nuclear receptor; HEK293 hcDAF-12 lit1-tk-luc reporter, luminescence; 0% DMSO, 100% Δ7-dafachronic acid; 370,000 tested, 1.4% active; AID 652067; activation, % at 6.8 µM;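 active = activation above the mean of all tested compounds plus 3 SD, cut at about 5.5% in these data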;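 note: 100% = response to 3 µM Δ7-dafachronic acid high control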
NPR1 activator: GC-A (human) enzyme activation; HEK293 GC-A cells, cGMP TR-FRET, EC30 ANP; 0% at EC30 ANP, 100% saturating ANP; activation, % at 10 µM; 370,000 tested, 0.14% active; AID 1671463; in the data active = activation above about 40%
SMARCA2 act: activators of SMARCA2 function; MG213 cells, MMTV-luciferase reporter, dexamethasone, overnight; activation, % at 9.1 µM; 370,000 tested, 1% active; AID 652017; in the data active = activation above about 7.8%;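 note: 0% = vehicle wells and 100% = reference activator wells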
Active calls of the source: *; nt = not tested or not shown.

SMILES	DAX1 inh-1	DAX1 inh-2	sPLA2-III inh	GAA850 FXN act	hgDAF-12 ag	GC-B act	ssDAF-12 act	KLK7 zymogen act	hcDAF-12 act	NPR1 activator	SMARCA2 act
C[C@H]1CN([C@@H](C)CO)C(=O)c2cc(C#CC3(O)CCCC3)cnc2O[C@H]1CN(C)C(=O)C1CC1	0.1	0.5	-5.4	1.9	-0.8	4.1	-0.6	0.0	0.1	4.1	0.5
O=C(COC(=O)CCC(=O)c1ccc(Cl)cc1)NCC1CCCO1 (configuration not stated)	0.5	2.4	-3.4	-0.5	-0.9	-0.3	-1.4	0.3	-1.5	-1.4	-3.5
Cc1c(C(=O)N2CCCc3ccccc32)oc2ccc(S(=O)(=O)N3CCOCC3)cc12	-1.6	1.2	-6.4	0.2	-3.4	-4.3	0.8	0.3	1.3	6.0	-4.5
Cc1ccc(-c2cc(C(=O)NCc3cccs3)no2)cc1	0.9	1.1	1.0	7.4	4.2	-4.5	-0.5	0.0	2.1	-2.0	-0.8
CCN(CC(=O)Nc1ccc(OC)cc1)C(=O)C1CC(=O)N(Cc2ccccc2)C1 (configuration not stated)	-0.2	0.7	4.5	-0.8	0.7	-0.4	-1.8	0.4	-0.4	2.1	-0.1
COCCCNC(=O)C1CC(=O)N(c2ccc(C)cc2)C1 (configuration not stated)	0.0	2.0	-0.1	-3.0	0.8	1.1	-1.4	-0.1	1.6	-0.3	3.2
CC(C)(C)OC(=O)C[C@@H]1C/C=C\C[C@H](CC(=O)N(CCO)Cc2ccccc2)C(=O)N[C@H](Cc2ccccc2)COC1=O	-0.7	-0.6	-10.2	-1.5	-2.2	-0.3	-1.1	0.2	-2.2	1.8	0.8
O=C(NC1CCCCC1)C1CC(=O)N(c2ccc(Cl)cc2)C1 (configuration not stated)	-0.5	-1.7	0.7	-1.3	-0.6	-5.4	-1.2	-0.7	-2.1	2.8	0.1
CC(C)CCN1C(=O)c2ccc(C(=O)Nc3ccccc3C(=O)O)cc2C1=O	0.0	0.8	-12.0	-0.3	0.4	-0.1	-0.8	0.8	0.3	-1.0	0.9
CC(C)C[C@@H](CN1CCC[C@@H]1CN1C(=O)C(=O)NC[C@@H]1Cc1ccccc1)N1C[C@H](Cc2ccc(O)cc2)N(CC2CCCCC2)C(=O)C1=O	0.9	-0.2	-13.4	-1.2	0.3	5.4	-1.4	0.4	-0.8	0.7	3.3
CCCC(=O)Nc1ccc(Br)cn1	-0.8	-0.8	-2.0	-0.1	-2.2	3.8	-1.5	0.1	0.2	-1.8	-1.1
Cc1cc(S(=O)(=O)NCc2ccccc2)ccc1OCC(=O)NCc1ccncc1	-0.9	-0.6	-6.6	-1.9	-0.4	2.9	-1.1	-0.2	1.8	1.3	-2.3
O=P(c1ccccc1)(c1ccccc1)C(O)c1ccc(Br)cc1 (configuration not stated)	0.6	0.6	-4.8	-1.9	1.3	-15.7	-1.1	-0.1	-0.8	-38.8	-2.5
COc1ccc(/C=C/C(=O)NCC(=O)N/N=C/c2cccnc2)cc1	0.5	-0.6	-3.2	-0.5	1.8	-1.4	-1.6	-0.9	-1.5	0.0	-2.8
O=C(O)c1cc(S(=O)(=O)N2CCCC2)ccc1Br	0.7	1.1	-1.0	1.3	0.2	-3.3	0.2	-0.2	-0.1	3.8	1.5

An excerpt from above in order of the DAX1 inh-1 value, low to high.
structure	DAX1 inh-1	DAX1 inh-2	sPLA2-III inh	GC-B act	ssDAF-12 act	KLK7 zymogen act	hcDAF-12 act	NPR1 activator	SMARCA2 act
Cc1c(C(=O)N2CCCc3ccccc32)oc2ccc(S(=O)(=O)N3CCOCC3)cc12	-1.6	1.2	-6.4	-4.3	0.8	0.3	1.3	6.0	-4.5
Cc1cc(S(=O)(=O)NCc2ccccc2)ccc1OCC(=O)NCc1ccncc1	-0.9	-0.6	-6.6	2.9	-1.1	-0.2	1.8	1.3	-2.3
CC(C)(C)OC(=O)C[C@@H]1C/C=C\C[C@H](CC(=O)N(CCO)Cc2ccccc2)C(=O)N[C@H](Cc2ccccc2)COC1=O	-0.7	-0.6	-10.2	-0.3	-1.1	0.2	-2.2	1.8	0.8
O=C(NC1CCCCC1)C1CC(=O)N(c2ccc(Cl)cc2)C1 (configuration not stated)	-0.5	-1.7	0.7	-5.4	-1.2	-0.7	-2.1	2.8	0.1
COCCCNC(=O)C1CC(=O)N(c2ccc(C)cc2)C1 (configuration not stated)	0.0	2.0	-0.1	1.1	-1.4	-0.1	1.6	-0.3	3.2
COc1ccc(/C=C/C(=O)NCC(=O)N/N=C/c2cccnc2)cc1	0.5	-0.6	-3.2	-1.4	-1.6	-0.9	-1.5	0.0	-2.8

(more compounds)
SMILES	DAX1 inh-1	DAX1 inh-2	sPLA2-III inh	GAA850 FXN act	hgDAF-12 ag	GC-B act	ssDAF-12 act	KLK7 zymogen act	hcDAF-12 act	NPR1 activator	SMARCA2 act
c1ccc(-c2nn3c(-c4ccccc4)nnc3o2)cc1	0.2	0.6	9.7	1.4	0.3	-3.8	-0.7	-0.5	0.6	-14.0	-0.3
Cc1ccc(OCc2cc(C(=O)NCC(C)(C)N3CCOCC3)no2)cc1C	2.1	0.8	-10.0	2.0	9.9	0.3	-0.3	0.0	1.3	3.0	2.2
O=C(c1ccc2ccccc2c1)N1CCN(c2ccccc2)CC1	0.2	2.1	-5.8	-0.8	0.6	0.7	-1.2	-0.6	1.5	4.4	-2.1
O=C1c2ccccc2C(=O)N1C1CCCCC1	-0.1	1.8	1.4	0.6	2.5	3.0	-1.3	-0.5	-0.5	0.0	0.8
O=c1c2ccccc2oc2cc(-c3ccc4[nH]ccc4c3)ccc12	0.2	-1.9	-35.0	-0.1	11.2*	1.0	-0.4	-13.8	3.0	-2.0	2.9
O=C(NCc1ccncc1)C1Cc2c(-c3ccc(Cl)cc3)ccnc2O1 (configuration not stated)	0.7	nt	2.6	-1.8	-1.8	2.4	-1.4	0.6	-2.4	-0.4	-2.4
COc1ccc(Nc2nc3ccccc3s2)cc1	5.5*	4.3*	-2.7	3.5	26.8*	-2.9	0.4	-0.1	3.9	1.7	4.6
CCCC(C)NC(=O)CN1C(=O)NC2(CCc3ccccc32)C1=O (configuration not stated)	1.9	0.3	9.6	1.4	3.2	-2.4	-1.1	-0.7	0.7	2.3	-3.0
CCCCN(C(=O)COc1ccc(F)cc1)c1c(N)n(CC(C)C)c(=O)[nH]c1=O	0.2	0.4	-3.2	-0.6	0.8	-2.1	-1.1	1.0	-1.2	2.7	-2.2
COc1ccc(/C=C(/NC(=O)c2ccccc2)C(=O)N2CCCC2)cc1	-0.1	-1.2	8.6	-1.1	-1.4	-0.5	-1.0	0.1	-1.2	3.5	-4.5
NC(=O)C1(NC(=O)[C@@H]2CC3(CC(c4cccc(NC(=O)[C@@H]5CCC(=O)N5)c4)=NO3)CN2C(=O)Cc2ccc(C(F)(F)F)cc2)CC1 (some centres not stated)	0.0	0.8	0.5	2.1	-0.6	2.7	-1.2	0.3	-0.9	0.7	0.8
COc1cccc2cc(C(=O)Nc3ccccc3Cl)/c(=N/NS(=O)(=O)c3ccccc3)oc12	-0.1	0.1	6.9	0.4	-1.8	-4.1	-0.8	-0.5	-2.4	3.7	-4.7
Cc1n[nH]c(=S)n1/N=C/c1ccc(-c2ccc(Cl)cc2)o1	0.1	nt	-3.7	0.7	0.7	-5.9	-1.7	0.2	-0.4	-2.4	-1.7
CC(=O)c1ccc(N2CCN(C(=O)C(=O)c3c(C)[nH]c4ccccc34)CC2)cc1	-1.7	-0.6	-10.9	0.6	-1.2	-3.6	-0.2	0.2	-1.7	-9.6	1.2
CN(Cc1ccccc1)C(=O)c1ccc2c(c1)OCCO2	0.1	2.0	8.2	-1.3	-0.2	1.7	-1.2	-0.5	0.5	0.1	2.7

Gathered by group: the compounds so far containing fluorine (two)
SMILES	DAX1 inh-1	DAX1 inh-2	sPLA2-III inh	GAA850 FXN act	hgDAF-12 ag	GC-B act	ssDAF-12 act	KLK7 zymogen act	hcDAF-12 act	NPR1 activator	SMARCA2 act
CCCCN(C(=O)COc1ccc(F)cc1)c1c(N)n(CC(C)C)c(=O)[nH]c1=O	0.2	0.4	-3.2	-0.6	0.8	-2.1	-1.1	1.0	-1.2	2.7	-2.2
NC(=O)C1(NC(=O)[C@@H]2CC3(CC(c4cccc(NC(=O)[C@@H]5CCC(=O)N5)c4)=NO3)CN2C(=O)Cc2ccc(C(F)(F)F)cc2)CC1 (some centres not stated)	0.0	0.8	0.5	2.1	-0.6	2.7	-1.2	0.3	-0.9	0.7	0.8

(list continues)
SMILES	DAX1 inh-1	DAX1 inh-2	sPLA2-III inh	GAA850 FXN act	hgDAF-12 ag	GC-B act	ssDAF-12 act	KLK7 zymogen act	hcDAF-12 act	NPR1 activator	SMARCA2 act
O=C1CC(c2ccc(O)c(O)c2)Oc2c1ccc(O)c2O (configuration not stated)	1.1	0.9	7.0	-0.3	0.7	5.1	-0.6	16.3*	-0.2	2.8	0.8
O=C(O)/C=C/C(=O)NNC(=O)c1cccc(Br)c1	0.1	0.7	-4.0	2.0	4.6	-2.2	-0.3	-0.3	-0.1	1.1	1.4
COc1ccc(N2C(=O)c3cccc4cccc(c34)C2=O)nn1	-0.5	0.2	2.4	0.8	-0.9	1.2	-1.4	-0.2	-1.4	7.4	-1.3
O=C(CNC(=O)c1cccs1)NCCN1CCN(c2ccccc2F)CC1	-0.5	0.6	4.8	0.4	2.6	4.4	-1.2	0.8	1.1	-0.9	-0.6
CC(C1CCN(Cc2nc(C3CC3)no2)CC1)N1CCOCC1 (configuration not stated)	-0.1	-1.2	-6.9	0.6	-1.9	6.7	-1.2	0.3	-1.0	7.4	2.0
Cc1ccc(C(=O)Nc2cccc(C(=O)NC3CCCCC3)c2)cc1	-2.3	0.5	2.5	-2.6	0.1	10.3	-1.3	0.1	-2.6	5.2	-0.5
C=C(C)CN=c1scc(C)n1/N=C/c1ccco1	-0.7	0.5	4.0	-1.1	0.3	1.5	-1.3	0.9	-1.1	-0.6	-2.2
CC(=O)c1ccc(OCc2cc(C(=O)N3CCC(Oc4ccccc4C)CC3)no2)cc1	2.3	1.7	-14.8	3.6	3.4	3.8	0.3	0.3	3.4	-0.8	2.3
O=C(CN(C(=O)CNS(=O)(=O)c1ccccc1)C1CCCC1)NCc1ccco1	-0.2	-0.3	0.5	-0.9	2.1	2.2	-1.1	0.2	-0.5	1.8	-0.2
COc1ccc(C(OC(=O)c2cccs2)C(=O)NCC2CCCO2)cc1 (configuration not stated)	-0.2	0.4	1.5	2.0	-0.5	4.4	-1.3	-0.6	-0.6	-1.8	4.2
C/C(N)=C(/C#N)C(=O)COC(=O)Cc1coc2cc(C)ccc12	-0.2	0.0	-5.0	-1.3	0.3	2.3	-0.3	-0.2	3.6	2.1	-1.4
Cc1ccc2nc(SCC(=O)Nc3cccc(F)c3)nc(=O)n2c1	-2.2	-0.2	10.7	0.2	-0.8	0.8	-0.8	0.4	-0.9	8.6	-1.3
Cn1c(SCCN2CCCC2)nnc1C1CCN(S(=O)(=O)c2ccc(F)cc2)CC1	0.1	-0.1	8.3	-1.0	-1.5	-6.8	-0.9	-0.7	0.8	-3.7	-1.5
CC(C)CC(C(=O)O)N(Cc1ccccc1)Cc1ccccc1 (configuration not stated)	0.2	-0.5	-12.0	0.6	-0.4	3.3	-0.8	0.3	0.8	-0.8	-0.4

Assay outcomes from PubChem.
